# CSN inh = inhibitors of CSN-mediated cullin deneddylation, primary screen, biochemical, fluorescence polarization, uHTS | Purified CSN, SCF-Nedd8-OG deneddylation | inhibition, % at 12.5 µM | 0.38% of 360,000 active | AID 651999, 2013;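 active means pattern-corrected inhibition above about 35%, with an unprinted fluorescence ratio check between 0.5 and 1.5, limit read from the data, passing the limit was not always enough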;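 further: 0% = enzyme with substrate and 100% = substrate without enzyme; some results filed as inactive read as strong as hits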
# Target sequence (Q92905 whole entry, looked up, one chain of several): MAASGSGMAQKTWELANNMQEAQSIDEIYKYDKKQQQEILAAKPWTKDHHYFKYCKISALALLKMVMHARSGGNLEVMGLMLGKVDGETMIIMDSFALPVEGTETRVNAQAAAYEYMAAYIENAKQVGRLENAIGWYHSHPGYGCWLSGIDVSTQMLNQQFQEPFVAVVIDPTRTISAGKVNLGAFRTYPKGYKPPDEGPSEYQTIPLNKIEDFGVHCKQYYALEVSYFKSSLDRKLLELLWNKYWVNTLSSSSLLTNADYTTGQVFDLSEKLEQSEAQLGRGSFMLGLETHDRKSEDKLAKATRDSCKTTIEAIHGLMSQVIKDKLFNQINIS
#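 Detection – fluorescence polarization · System – HEK293T-derived human Csn5 enzyme · Controls – substrate-only high control, full reaction low control · Timing – 90 min, room temperature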
# NadD inh = inhibitors of S. aureus NadD, primary screen, biochemical, colorimetric, uHTS; Nicotinate-nucleotide adenylyltransferase NadD (Staphylococcus aureus N315); purified NadD enzyme, colorimetric absorbance read-out; inhibition, % at 20 µM; 0.78% of 360,000 active; AID 602399, 2012; in the data active means inhibition above about 26%; further: some compounds past the cut are filed as inactive
# MsrA inhibitor = bovine MsrA enzyme inhibitors, primary screen, biochemical, absorbance, HTS | purified bovine MsrA, absorbance read-out | inhibition, % at 15.5 µM | Methionine sulfoxide reductase A (Bos taurus) | 0.75% of 360,000 active; in the data active means inhibition above about 4.5%;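 further: 0% = vehicle wells with enzyme and 100% = reference inhibitor wells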
# SUMO1-SIM PPI = modulators of SUMO1 protein-protein interactions, primary screen, biochemical, uHTS | inhibition, % at 20 µM | AID 602429, 2012 | 0.33% of 360,000 active | SUMO1 binding to a labelled peptide, TR-FRET, 1 h | Small ubiquitin-related modifier 1 (Homo sapiens), P63165; in the data active means inhibition above about 37%
# Target sequence (P63165 whole entry, looked up): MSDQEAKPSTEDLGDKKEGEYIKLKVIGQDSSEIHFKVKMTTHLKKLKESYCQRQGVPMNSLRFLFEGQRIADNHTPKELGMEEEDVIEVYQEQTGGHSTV
# STEP inh = STEP phosphatase inhibitors, primary screen, biochemical, fluorescence intensity, uHTS; Tyrosine-protein phosphatase non-receptor type 5 (Homo sapiens), P54829; recombinant STEP, OMFP fluorogenic substrate; inhibition, % at 20 µM; 0.25% of 360,000 active; AID 588621, 2011;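 active means inhibition at 20 µM, scaled per plate between control wells, above about 37%, limit read from the data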;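 further: 0% = DMSO with enzyme and substrate and 100% = substrate only without enzyme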
#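 Measure: Control-normalized % inhibition with plate pattern correction | Test system: STEP phosphatase, cell-free reaction | Medium: pH 6.0 Bis-Tris with DTT and Tween 20 | Technique: Fluorescence, 480/540 nm | Times: Reaction 20 min, ambient temperature | Doses: Single compound dose of 20 µM, 1% DMSO final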
# DNMT1 block = human DNMT1 methyltransferase inhibitors, primary screen, biochemical, molecular beacon, fluorescence, HinP1I cleavage, uHTS; DNA (cytosine-5)-methyltransferase 1 (Homo sapiens), P26358; inhibition (reported as % activation of signal), % at 10 µM; 0.83% of 360,000 active; in the data active means inhibition above about 50%
# Scp-1 inhibitor = Scp-1 phosphatase inhibitors, primary screen, biochemical, colorimetric, uHTS. inhibition, % at 20 µM. Recombinant Scp1, phosphopeptide, malachite green phosphate absorbance. Carboxy-terminal domain RNA polymerase II polypeptide A small phosphatase 1 (Homo …. 0.88% of 340,000 active;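 active means inhibition above about 50% at 20 µM, limit read from the data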;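 further: plate controls were DMSO wells with enzyme for no effect and wells lacking enzyme for full effect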
#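 System: SCP-1 catalytic domain; Reagent: Phospho 17-mer peptide substrate; Doses: one concentration, 20 µM, with 1.0% DMSO; Incubation: 45 min room-temperature reaction, 5 min colour, 30 min stabiliser; Signal: Phosphate-binding colour reagent, absorbance read at 630 nm.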
# Rpn11 block = Rpn11 (PSMD14) deubiquitinase inhibitors, primary screen, biochemical, fluorescence polarization, uHTS; human 26S proteasome, Ub4-pepOG fluorescence polarization; 20S core pre-blocked with epoxomicin; calls only at 20 µM; 0.59% of 360,000 active; AID 588493, 2011;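 active means inhibition at 20 µM, scaled to each plate's controls, above about 33%, limit read from the data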
# Target sequence (O00487 whole entry, looked up): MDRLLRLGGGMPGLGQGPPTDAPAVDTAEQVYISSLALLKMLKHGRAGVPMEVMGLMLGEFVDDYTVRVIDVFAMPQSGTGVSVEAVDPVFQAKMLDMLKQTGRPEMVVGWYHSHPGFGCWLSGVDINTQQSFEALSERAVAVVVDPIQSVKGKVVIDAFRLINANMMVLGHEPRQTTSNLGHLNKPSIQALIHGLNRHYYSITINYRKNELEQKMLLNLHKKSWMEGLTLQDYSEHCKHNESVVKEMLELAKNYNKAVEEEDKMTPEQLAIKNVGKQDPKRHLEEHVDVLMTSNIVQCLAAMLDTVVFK
# Tb MetRS inh = T. brucei MetRS inhibitors, primary screen, biochemical, luminescence. methionyl-tRNA synthetase (Trypanosoma brucei brucei). purified T. brucei MetRS, ATP depletion, Kinase-Glo luminescence. inhibition, % at 11.9 µM. 0.4% of 360,000 active. AID 624268, 2012;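 active means inhibition above a per-plate cutoff of the control wells' mean inhibition plus 3 SD, cut at about 5.5% in these data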;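 further: 0% = DMSO wells median and 100% = median of wells with control inhibitor compound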
#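 Dosing: 11.9 µM compound single dose, 0.9% DMSO; Assay system: purified T. brucei MetRS enzyme; Measured by: Kinase-Glo luciferase luminescence reporting remaining unconsumed ATP; Schedule: 15 min plus 2 h at 25 °C.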
# LMPTP inh = LMPTP phosphatase inhibitors, primary screen, biochemical, fluorescence intensity, uHTS. 0.22% of 360,000 active. recombinant LMPTP-A, OMFP fluorogenic substrate. inhibition, % at 20 µM. AID 651560, 2012. Low molecular weight phosphotyrosine protein phosphatase (Homo sapiens), P24666;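 active means compounds that cut the enzyme signal by at least half of the control window in the single-dose screen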;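 further: plate controls were DMSO wells with enzyme plus substrate for no effect and substrate without enzyme for full effect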
# Target sequence (P24666 whole entry, looked up): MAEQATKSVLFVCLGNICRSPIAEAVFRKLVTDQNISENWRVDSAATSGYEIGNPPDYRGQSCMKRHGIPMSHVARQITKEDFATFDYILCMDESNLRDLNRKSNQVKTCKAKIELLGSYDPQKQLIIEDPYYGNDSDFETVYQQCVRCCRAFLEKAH
#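 Test system: LMPTP-A, protein tyrosine phosphatase of low molecular weight; Input: 0.625 nM enzyme; Incubation: 50 min dark incubation at room temperature; Signal: endpoint fluorescence intensity from OMFP dephosphorylation; Read-out basis: % inhibition versus control wells.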
# The depositor's hits bear a star; i = inactive; / = not tested or not shown.
SMILES,CSN inh,NadD inh,MsrA inhibitor,SUMO1-SIM PPI,STEP inh,DNMT1 block,Scp-1 inhibitor,Rpn11 block,Tb MetRS inh,LMPTP inh
Cc1ccc(CNC(=O)CS(=O)(=O)c2ccccc2)cc1,-4,-5,-0.4,0,-2,3,1,i,-0.4,-0.7
O=C(CSc1nnc(CNC(=O)c2ccco2)o1)Nc1ccc(F)cc1F,-5,4,0.6,0,-1,10,4,i,-0.5,-1.1
CSCC(CO)NS(=O)(=O)c1ccc(C)cc1 (centres undefined),0,-1,-0.6,0,-2,2,3,i,-0.3,-1.5
CSc1ccccc1OCc1cc(C(=O)NCCN2CCCC(O)C2)no1 (centres undefined),2,-3,-0.9,0,3,3,-2,i,-0.9,1.6
COc1cc(/C=N/OCC(=O)NC2CCS(=O)(=O)C2)ccc1OC(F)F (centres undefined),0,-1,0.5,11,2,1,-7,i,0.1,-0.7
Cc1ccccc1NC(=O)/C(=C\c1cccs1)NC(=O)c1ccccc1,-2,-4,1.7,-8,1,-1,1,i,-1.3,0.7
COc1ccc(OC)c(C(=O)c2ccccn2)c1,-4,-7,-0.5,2,95*,-13,-12,i,-0.3,-0.9
CCOC(=O)Cc1c(C)c2ccc(N(CC)CC)cc2oc1=O,3,-2,2.0,-16,-3,3,2,i,0.5,-0.1
CS(=O)(=O)N(CC(=O)N1CCCC1)c1cc(Cl)ccc1Cl,-5,-2,-0.2,2,0,0,-5,i,-0.5,-1.1
CC(C)c1ccc(NC(=O)CCNC(=O)Cn2ccc3ccccc3c2=O)cc1,4,2,-0.2,-5,0,0,-1,i,1.1,0.3
Cn1c(=O)c2c(nc(SCCN3CCOCC3)n2Cc2ccccc2Cl)n(C)c1=O,-3,-1,0.5,2,3,-2,-4,i,-0.7,-0.4
COCCN(Cc1cc2cc3c(cc2nc1Cl)OCO3)C(C)=O,0,4,0.9,1,-1,1,-1,i,-0.4,-1.5
CCCOc1c(Br)cc(C2C3=C(CCCC3=O)N(CC)C3=C2C(=O)CCC3)cc1OC,-6,8,-0.4,-5,3,2,-5,i,0.7,0.4
COc1ccc(CC2(CO)CCN(Cc3ccc4c(c3)CCO4)CC2)cc1,3,-2,-0.2,0,1,3,-1,i,-1.3,-0.3
CC(C)c1ccc(NC(=O)C2C3C=CC4(CN(Cc5cccnc5)C(=O)C24)O3)cc1 (centres undefined),-3,-4,-1.2,3,1,0,-6,i,-0.7,-0.8
COc1ccc(C(=O)Cn2cc[n+](C)c2)cc1,3,-1,-1.0,14,-1,5,0,i,-1.7,-0.8
COc1ccc(CC(=O)Nc2c3c(nn2-c2cccc(C)c2C)CS(=O)C3)cc1OC (centres undefined),2,0,-1.0,-2,-2,3,3,i,-1.7,-1.8
Oc1c(Cl)cc(Cl)cc1/C=N/c1ncn[nH]1,-3,-2,0.7,6,1,1,-4,i,0.1,-1.6
COc1ccc(-c2nnc3ccc(SCC(=O)NCc4ccco4)nn23)cc1,6,-6,0.8,0,-1,1,19,i,-0.6,0.5
O=C(c1c(F)cccc1F)N1CCN(c2cccc(C(F)(F)F)c2)CC1,2,0,0.7,-4,-1,-5,-15,i,-0.7,0.0
NC(=O)N/N=C/c1cccc(C(F)(F)F)c1,2,0,1.3,-1,1,-1,-5,i,-0.4,-0.4
O=C(c1cccnc1)C1CCCN(Cc2nc(Cc3ccccc3F)no2)C1 (centres undefined),-7,1,1.5,1,2,0,-7,i,-0.1,-1.7
Cc1cc(C)nc(NC(=O)c2ccc(C)c(C)c2)n1,-4,-3,-2.1,2,-2,14,-14,i,-0.2,-0.1
COc1ccc(C(=O)Nc2c(N)nc[nH]c2=O)cc1,1,0,-0.9,1,-1,2,-15,i,-0.3,-0.6

# One compound at a time, from the list above.
# `O=C(c1cccnc1)C1CCCN(Cc2nc(Cc3ccccc3F)no2)C1` (centres undefined) is listed with CSN inh = -7; NadD inh = 1; MsrA inhibitor = 1.5; SUMO1-SIM PPI = 1; STEP inh = 2; DNMT1 block = 0; Scp-1 inhibitor = -7; Rpn11 block = i; Tb MetRS inh = -0.1; LMPTP inh = -1.7
# `NC(=O)N/N=C/c1cccc(C(F)(F)F)c1` is listed with CSN inh = 2; NadD inh = 0; MsrA inhibitor = 1.3; SUMO1-SIM PPI = -1; STEP inh = 1; DNMT1 block = -1; Scp-1 inhibitor = -5; Rpn11 block = i; Tb MetRS inh = -0.4; LMPTP inh = -0.4
# `COc1ccc(C(=O)Cn2cc[n+](C)c2)cc1` is listed with CSN inh = 3; NadD inh = -1; MsrA inhibitor = -1.0; SUMO1-SIM PPI = 14; STEP inh = -1; DNMT1 block = 5; Scp-1 inhibitor = 0; Rpn11 block = i; Tb MetRS inh = -1.7; LMPTP inh = -0.8

# (next part)
SMILES,CSN inh,NadD inh,MsrA inhibitor,SUMO1-SIM PPI,STEP inh,DNMT1 block,Scp-1 inhibitor,Rpn11 block,Tb MetRS inh,LMPTP inh
CSCCC(NC=O)C(=O)NC(C)C(=O)O (centres undefined),-1,3,-0.1,6,-4,-6,-9,i,-0.6,-0.6
O=C(Nc1ccccn1)c1ccc(=O)[nH]n1,4,-7,1.8,-1,-7,6,0,i,-0.7,-0.9
O=C(Nc1ncccn1)C1=C(O)c2ccccc2S(=O)(=O)N1Cc1ccccc1,-2,1,3.2,-2,4,1,-1,i,-0.5,-1.7
CC1=NN(Cc2ccccc2)C(=O)C1C(c1ccc(Cl)cc1)C(C#N)C#N (centres undefined),5,1,1.7,1,1,-17,-2,i,-0.6,0.3
Cc1ccccc1CNC(=O)CN(c1ccccc1Cl)S(C)(=O)=O,1,2,-1.0,8,0,2,-2,i,-0.7,-1.2
CCOC(=O)C1=CCN(S(=O)(=O)c2ccc(F)cc2)C1c1ccc(Cl)c(Cl)c1 (centres undefined),11,/,0.5,2,/,/,/,/,-1.2,0.7
Cc1cc2oc(=O)cc(CN3CCCCC3C)c2cc1Cl (centres undefined),0,-3,-0.2,-4,1,1,-13,i,-0.1,-1.0
O=C(Nc1ccc(Nc2ccccc2)cc1)c1ccc(F)cc1,0,-4,-0.3,1,2,0,-10,i,0.2,2.6
CC1CCCC(C)N1C(=O)COc1cccc(Oc2ccccc2)c1 (centres undefined),0,3,0.0,0,3,0,-8,i,-0.2,1.7
COc1cccc(NC(=S)NCCN2CCOCC2)c1,-5,-6,-0.5,5,10,3,-1,i,-0.8,-3.3
O=C1NCC2=C1C(c1ccc(Br)cc1)Nc1ccccc1N2 (centres undefined),1,6,0.3,-4,0,-24,-10,i,0.5,0.0
Cc1ccc(S(=O)(=O)NCC(=O)N(CC(=O)NC2CCCC2)CC2CCCO2)cc1 (centres undefined),3,-16,0.9,11,0,-1,1,i,-0.1,-1.1

# Results in Tb MetRS inh and STEP inh (2 entries from above):
molecule,Tb MetRS inh,STEP inh
O=C(Nc1ncccn1)C1=C(O)c2ccccc2S(=O)(=O)N1Cc1ccccc1,-0.5,4
CC1CCCC(C)N1C(=O)COc1cccc(Oc2ccccc2)c1 (centres undefined),-0.2,3

# Later entries:
SMILES,CSN inh,NadD inh,MsrA inhibitor,SUMO1-SIM PPI,STEP inh,DNMT1 block,Scp-1 inhibitor,Rpn11 block,Tb MetRS inh,LMPTP inh
CCOC(=O)N1CCN(S(=O)(=O)N2CCCC(C(=O)NCc3ccc(F)cc3)C2)CC1 (centres undefined),3,-3,1.7,-3,-3,0,-11,i,-0.5,-1.4
COc1ccc(NC(=O)COC(=O)CCCOc2ccc(Cl)cc2Cl)cc1Cl,-2,-7,-0.5,3,-3,-8,-7,i,1.1,2.0
CCC(C)(CN(C)C)OC(=O)c1ccccc1 (centres undefined),-1,2,-1.3,5,-1,2,-6,i,-1.1,-1.4
COc1ccc(-c2nnc(CSc3nc4ccccc4c(=O)n3CC3CCCO3)o2)cc1OC (centres undefined),-2,-6,-1.4,3,-1,-4,-10,i,0.5,2.1
CCCN(CCC)S(=O)(=O)c1ccc(C(=O)Nc2cc3oc4ccccc4c3cc2OC)cc1,-7,-2,0.6,0,3,4,0,i,-1.1,-0.1
Nc1nc(-c2ccccc2)c(N=Nc2cccc3ccccc23)s1,-6,9,-0.7,-20,4,-33,9,i,-0.8,11
C[C@H](NC(=O)[C@@H]1Cc2ccccc2CN1C(=O)OC(C)(C)C)C(=O)NCc1ccco1,-2,11,0.6,2,0,0,3,i,-0.8,-1.1
CC(C)(C)Cc1c(-c2cccc(Br)c2)nc2ccc(Cl)cn12,7,-2,-0.8,2,3,6,/,i,0.1,1.2

# Among those listed so far, these contain a tert-butyl group.
SMILES,CSN inh,NadD inh,MsrA inhibitor,SUMO1-SIM PPI,STEP inh,DNMT1 block,Scp-1 inhibitor,Rpn11 block,Tb MetRS inh,LMPTP inh
C[C@H](NC(=O)[C@@H]1Cc2ccccc2CN1C(=O)OC(C)(C)C)C(=O)NCc1ccco1,-2,11,0.6,2,0,0,3,i,-0.8,-1.1
CC(C)(C)Cc1c(-c2cccc(Br)c2)nc2ccc(Cl)cn12,7,-2,-0.8,2,3,6,/,i,0.1,1.2

# High-throughput results as filed in PubChem.
